FUS suppressor: FUS proteinopathy suppression in yeast; 0.24% of 390,000 active; AID 1347120; S. cerevisiae FUS-expressing, growth rescue, OD600, 24 h; Potency, µM (top dose mostly 76.6 µM), for the others: at the highest dose growth rescue (activation), usual class: activators;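 also: potency is read from the fitted curve at half-maximal effect; plate controls were DMSO vehicle for no effect and reference control for full effect; nearly all actives have a fitted effect of over 55% in size; some results filed as inactive show a strong effect at the top dose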
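Absorbance at 600 nm, taken 24hr after compound addition, measured rescue of FUS-yeast growth at 30C. Induction used 2% galactose with seeding at OD 0.005. Controls: CP55940 from 92uM final, DMSO only.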
Abeta rescue: A-beta toxicity reversal in yeast. yeast expressing A-beta42, growth rescue, OD600, 48 h; response scale: 0% DMSO, 100% iron-clioquinol control. Potency, µM (top dose mostly 46.1 µM), inactives show at the top dose growth rescue, actives largely listed as activators. 0.063% of 410,000 active. AID 1347071; also: potency is read from the fitted curve at half-maximal effect; nearly all actives have a fitted effect of over 55% in size
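Growth rescue measured by 600 nm absorbance after 48 h yeast culture at 30 C with compound. Values normalized between DMSO and an equimolar ferric chloride plus clioquinol control.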
TDP-43 yeast inh: rescues yeast growth from TDP-43 toxicity; 1.8% of 410,000 active; TDP-43 expressing yeast growth rescue, BacTiter-Glo, 24 h; AID 652104; Potency, µM (titrated, usually from 46.1 µM), inactives show at the top dose growth rescue (activation), actives largely listed as activators; also: potency is read from the fitted curve at half-maximal effect; % of control where 0% means no effect; nearly all actives have a fitted effect of over 50% in size
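In this qHTS, compounds that restore growth of yeast expressing TDP-43 appear as activators. Cells (OD600=0.02, galactose medium, raffinose-pregrown) are incubated with compound 24 hr at 30 deg C and growth is quantified by BacTiter-Glo.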
DRD3 antagonist: blocks the human D3 dopamine receptor | P35462 | 2.5% of 360,000 active | max response, negative = inhibition, % | D3R cells, DiscoveRx beta-arrestin luminescence, antagonist mode; hits give low values; in the data active = max response below about -50%; inconclusive = no clear call, values can overlap the other calls; also: % is scaled to controls: 0 for no effect and ±100 for the full control effect; mostly tested at two doses, the higher about 12 µM
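Cells expressing the human receptor were seeded at 1500 cells/well, incubated overnight at 37 degrees C in 5% CO2, then exposed to library compounds with dopamine controls for 90 minutes at 37 degrees C before luminescent detection.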
PTHR1 agonist: agonists of human PTHR1 parathyroid hormone receptor; Q03431; Potency, µM (top dose mostly 115 µM), without a hit: at the top dose activation, most hits filed as activators; HEK293 GP2 PTHR1 cells, GloSensor cAMP luminescence, 1 h; AID 743266; 0.075% of 410,000 active; also: potency is read from the fitted curve at half-maximal effect; nearly all actives have a fitted effect of over 55% in size; some results filed as inactive show a strong effect at the top dose; inactives centre near -15; many of its hits are not listed in these tables
Target sequence (Q03431 whole entry, looked up): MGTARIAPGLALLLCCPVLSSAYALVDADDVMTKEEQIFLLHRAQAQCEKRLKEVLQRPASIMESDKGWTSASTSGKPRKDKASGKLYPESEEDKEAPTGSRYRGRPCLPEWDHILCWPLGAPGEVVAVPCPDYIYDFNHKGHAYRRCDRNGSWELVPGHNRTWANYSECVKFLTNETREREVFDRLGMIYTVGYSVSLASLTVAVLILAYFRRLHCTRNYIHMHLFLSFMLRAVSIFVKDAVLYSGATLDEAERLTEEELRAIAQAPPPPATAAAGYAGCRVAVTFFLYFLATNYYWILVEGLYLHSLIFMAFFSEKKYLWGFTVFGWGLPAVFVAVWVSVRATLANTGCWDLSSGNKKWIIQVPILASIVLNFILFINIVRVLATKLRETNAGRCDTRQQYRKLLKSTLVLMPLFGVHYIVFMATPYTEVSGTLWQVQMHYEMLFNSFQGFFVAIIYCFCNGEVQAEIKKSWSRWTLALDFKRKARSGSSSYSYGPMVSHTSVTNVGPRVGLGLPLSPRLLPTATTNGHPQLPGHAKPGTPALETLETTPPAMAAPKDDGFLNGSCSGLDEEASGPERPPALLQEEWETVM
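HEK-293-derived GP2 cells expressing PTHR1 and a GloSensor cAMP reporter, 3,000/well, plated overnight, given luciferin plus IBMX (each 0.5 mM as added) for 1 h at 37 °C, then compound for 1 h at 37 °C. Luminescence was read after 15 min at room temperature.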
GLP1R ag: agonists of human GLP-1 receptor; P43220; HEK293 GLP-1R CRE-luciferase, luminescence, 4-6 h; cells express a hypersensitive GLP-1R form; Potency, µM (top dose mostly 45.6 µM), for inactives: at the top dose activation, usual class: activators; 0.007% of 380,000 active; also: potency is read from the fitted curve at half-maximal effect; % of control where 0% means no effect
Target sequence (P43220 whole entry, looked up): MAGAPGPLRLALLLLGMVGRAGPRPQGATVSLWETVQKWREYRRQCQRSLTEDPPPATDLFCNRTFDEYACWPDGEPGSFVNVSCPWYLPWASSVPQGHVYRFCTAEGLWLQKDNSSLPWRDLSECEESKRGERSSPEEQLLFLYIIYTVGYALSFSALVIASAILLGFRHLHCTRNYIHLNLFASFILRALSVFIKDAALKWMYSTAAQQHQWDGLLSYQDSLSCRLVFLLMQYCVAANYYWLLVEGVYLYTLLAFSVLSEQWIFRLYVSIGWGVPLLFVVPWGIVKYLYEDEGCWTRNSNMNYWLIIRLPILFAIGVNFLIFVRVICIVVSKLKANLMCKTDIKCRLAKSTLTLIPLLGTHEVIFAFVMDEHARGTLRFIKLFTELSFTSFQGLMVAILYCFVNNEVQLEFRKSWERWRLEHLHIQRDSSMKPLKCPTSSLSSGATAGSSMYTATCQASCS
Akt phos inh: inhibitors of Akt phosphorylation. 0.32% of 360,000 active. Neuro2A IGF-stimulated pAkt S473 HTRF, 20 min; hits give low values. activity change, % for hits at 50 µM; in the data active = activity change below about -80%; inconclusive = mostly about -51% to -80%; also: % is scaled to controls: 0 for no effect and ±100 for the full control effect
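Single-point screen (50 µM final compound) in Neuro2A cells stimulated 20 min with 6 nM IGF at 37 deg C. After lysis, Ser473-phosphorylated Akt read by HTRF (ex 330 nm, em 615/665 nm) as the 665/615 ratio.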
aSyn rescue: alpha-synuclein toxicity inhibition in yeast; 0.14% of 370,000 active; Yeast expressing alpha-synuclein, growth rescue, BacTiter-Glo, 24 h; Potency, µM (series often up to 46.1 µM), without a hit: at the highest dose growth rescue (activation), hits mostly activators; AID 652106; also: potency is read from the fitted curve at half-maximal effect; % of control where 0% means no effect; nearly all actives have a fitted effect of over 65% in size
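Screening used galactose-induced yeast with toxic alpha-synuclein levels, exposed to compound for 24 hr at 30 deg C. Cell growth, read with BacTiter-Glo luminescence, gave the measured signal.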
GLP-1R inv ag: GLP-1 receptor (human) inverse agonism; P43220; HEK293 GLP-1R CRE-luciferase, luminescence, 24 h; GLP-1R form is constitutively active; Potency, µM (titrated, usually from 38.3 µM), for inactives: at the highest dose activity change, negative = inhibition, most hits filed as inhibitors; 1.6% of 410,000 active; AID 624417; also: potency is read from the fitted curve at half-maximal effect; % is scaled to controls: 0 for no effect and ±100 for the full control effect; nearly all actives have a fitted effect of over 55% in size
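Seeding at 200 cells/uL, 12 h culture, 24 hr compound treatment, then luciferase reagent and a luminescence read; cells are HEK293 stably expressing a constitutively active GLP-1R plus cAMP-responsive luciferase.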
* hit, by the source's call; i = inactive; ? = inconclusive; . = not tested or not shown; & = joins results of further samples; [ ] = another dose, or the depositor's remark. Unless noted, calls follow the shape of the dose curve; as a rule, active = well fitted curve in the direction sought with a large enough effect; inconclusive = small, poorly fitted or top-dose-only effect, or another doubt; inactive = no such curve, though single readings can be large; an effect the other way counts as inactive or inconclusive.

Each structure is followed by: FUS suppressor	Abeta rescue	TDP-43 yeast inh	DRD3 antagonist	PTHR1 agonist	GLP1R ag	Akt phos inh	aSyn rescue	GLP-1R inv ag
(1) C[C@@H](NC(=O)C[C@@H]1C[C@@H]2c3cc(NS(=O)(=O)c4ccc(F)cc4)ccc3O[C@@H]2[C@@H](CO)O1)c1ccccc1
  -13%	3%	20%	34	-16%	-3%	i	-1%	0%
(2) CC(C)(CNS(=O)(=O)c1cccs1)N1CCOCC1
  -15%	2%	-11%	9	i	13%	i	-1%	5%
(3) O=C(NCC1CCN(c2ccc(S(=O)(=O)N3CCOCC3)cc2)CC1)Nc1ccccc1F
  12%	-5%	2%	3	-29%	-1%	i	3%	20%
(4) O=[N+]([O-])c1ccc2[nH]c(O)c(N=NC3CCS(=O)(=O)C3)c2c1 (stereo unspecified)
  4%	-2%	-11%	7	i	1%	i	0%	2%
(5) COc1ccc2c(c1)c(CC(=O)OCC(=O)O)c(C)n2C(=O)c1ccc(Cl)cc1
  -9%	-20%	?	-54*	i	6%&-4%	i	-4%	-6%
(6) C[C@H]1CN([C@@H](C)CO)C(=O)CCCn2nncc2CO[C@H]1CN(C)C(=O)c1ccccc1
  -12%	-7%	6%	13	-19%	-3%	i	-1%	-22%
(7) Cc1ccccc1CSc1nc(-c2ccccc2)nc2c1Cc1c(CO)cnc(C)c1O2
  10%	-10%	0%	.	?	.	.	.	6%
(8) CC(NC(=O)/C(C#N)=C1\N=C(NC(=O)c2cccs2)c2ccccc21)c1ccccc1 (stereo unspecified)
  12%	-5%	28%	-7	-4%	2%	i	3%	6%
(9) CCOC(=O)C1CCCN(C(=S)Nc2ccc(F)cc2)C1 (stereo unspecified)
  10%	-14%	19%	3	-18%	1%	i	5%	6%
(10) CNC(=S)N1CCN(c2nc(-c3ccc(Cl)cc3)cs2)CC1
  43%	?	-21%[1.82 µM]	-4	-29%	13%	i	-12%	?
(11) Cn1c(=O)n(C)c2cc(S(=O)(=O)NCCOCCO)ccc21
  -15%	13%	-6%	9	1%[57.5 µM]	-3%	i	7%	-14%
(12) Cc1ccc(/C=C2\SC(=S)N(CCC(=O)NNS(=O)(=O)c3ccc(C)cc3)C2=O)cc1
  3%	-5%	-2%	-7	i	-8%	i	-3%	1%
(13) CCN(Cc1ccccc1)C(=O)c1cc(-c2ccc(OC)c(OC)c2)nc2ccccc12
  27%	3%	29%	28	-19%	23%	i	0%	?
(14) CN(C)Cc1c(C(=O)N/N=C/c2ccco2)nnn1-c1nonc1N
  19%	5%	6%	3	-22%	7%	i	0%	8%
(15) CS(=O)(=O)n1c2ccccc2c(=O)n1-c1ccccc1CCl
  7%	-1%	21%	0	-12%	-3%	i	10%	16%
(16) N#CC(C(N)=O)=C1CCCCC1
  6%	-14%	-16%	-3	i	3%	i	-11%	8%
(17) CC(C)(C)NC(=O)/C(=C\c1ccccc1F)NC(=O)c1ccc([N+](=O)[O-])cc1
  40%	-4%	17%	-8	i	-1%	i	2%	1%
(18) COc1ccc(/C=C2/C(=O)N(c3ccccc3)N=C2C)cc1
  14%	8%	-14%	-9	i	2%	i	-5%	-8%
(19) CCn1c(SCC(=O)NC2CCCC2)nnc1-c1c[nH]c2ccccc12
  -6%	1%	19%	3	i	0%	i	-1%	-8%
(20) COC(=O)CNC(c1ccccc1)c1cc(Br)ccc1N (stereo unspecified)
  23%	?	-23%[1.82 µM]	0	0%	8%	i	20%	?
(21) O=C(CN1CCN(c2ccccc2)CC1)Nc1nccs1
  1%	19%	-7%	-13	i	-2%	i	-12%	0%
(22) Cn1c(=O)n(/N=C/c2ccccc2)c2ccccc21
  3%	-1%	11%	9	-12%	0%	i	2%	24%
(23) COC(=O)CSc1nnc(-c2ccc(S(=O)(=O)NCc3ccccc3Cl)cc2)o1
  30%	-5%	17%	-3	-20%	1%	i	-1%	2%
(24) CCCn1c(NC(=O)C2CCN(S(=O)(=O)c3cccs3)CC2)nc2ccccc21
  ?	-1%	6%	-5	i	2%	i	8%	?
(25) Cc1cc(C(=O)N2CCN(c3cc(Cl)ccc3C)CC2)c2c(C)nn(-c3ccccc3)c2n1
  40%	-6%	5%[9.22 µM]	.	-13%	.	.	.	-20%
(26) Cc1ccc(CSc2nc3c(cc2C#N)CCC3)cc1
  -1%	-8%	5%	17	i	-6%	-85%*	-1%	11%
(27) Cc1ccc(-n2ncc(C(=O)NCc3ccc4c(c3)OCO4)c2NC(=O)c2ccco2)cc1C
  50%	-7%	-14%	-12	-3%[57.5 µM]	2%	i	14%	-6%
(28) Cc1ccc(-c2nnc(CSc3nnc(COc4ccccc4)n3-c3ccc(C)cc3)o2)cc1
  ?	5%	?	10	i	3%	i	7%	0%
(29) Cc1ccc(C)c(NC(=O)c2ccc3ccccc3n2)c1
  -10%	6%	0%	-16	-11%	-5%	i	-6%	5%
(30) CN(C)CCN(Cc1ccccc1)c1ccccn1
  -29%	-22%	6%	?	6%	-1%&-6%	i	-2%	?
(31) O=C(CCCn1c(=O)c2cccn2c2cccnc21)NCc1ccc(F)cc1
  -8%	-15%	6%	.	-32%	.	.	.	13%
(32) COc1ccc(CNC(=O)Cn2ccc3cc(S(=O)(=O)N4CCCCCC4)ccc32)cc1OC
  -2%	-17%	-18%	.	-44%[inhibitor]	.	.	.	-26%
(33) Cc1ccc(S(=O)(=O)N2CCN(c3nn(C)c(=O)n(C)c3=O)CC2)cc1C
  12%	-24%	11%	-9	-38%[inhibitor]	18%	i	-10%	6%
(34) Cc1c(N2C(=O)/C(=C/c3ccccc3)SC2=S)c(=O)n(-c2ccccc2)n1C
  17%	-7%	17%	5	i	-13%	i	-10%	?
(35) O=C(Nc1ccc(F)cc1)N1CCCN(c2ccc(C(F)(F)F)cn2)CC1
  2%	8%	-8%[1.82 µM]	2	-27%	4%	i	2%	?
(36) O=c1c2cc(Cl)ccc2nc(-c2ccc([N+](=O)[O-])cc2)n1O
  24%	-40%[inhibitor]	-50%[inhibitor][9.22 µM]	-26	-22%	1%	i	1%	9%[7.66 µM]
(37) COCCSc1nnc(NC(=O)C2CCCO2)s1 (stereo unspecified)
  -16%	10%	-4%	7	-12%[57.5 µM]	2%	i	-3%	0%
(38) CC1(C)C(=O)Nc2ccccc2N1C(=O)COC(=O)c1cccnc1Cl
  16%	-7%	0%	9	-56%	11%	i	0%	0%
(39) O=C(Nc1ccc2c(c1)OCCO2)c1ccc(Br)o1
  25%	-13%	6%	11	-13%[57.5 µM]	-2%	i	15%	-12%
(40) CCC(C)N(C(=O)COC(=O)c1[nH]c(C)c(C(C)=O)c1C)C1CCS(=O)(=O)C1 (stereo unspecified)
  -5%	0%	5%	1	i	-4%	i	5%	41%[activator]
(41) Cc1nc2cc(C(F)(F)F)ccc2n1C1CCN(CC(=O)N2CCCC2)CC1
  -3%	-21%	-6%	-14	i	-1%	i	-2%	-10%
(42) Cc1ccc2c(c1)N(CC(=O)NC1CCCC1)C(=O)CO2
  8%	-11%	5%	2	-5%	1%	i	-2%	8%
(43) CC(=O)c1c(N2CCOCC2)nc(=S)n(-c2cc(C)ccc2C)c1C
  ?	-16%	-19%	-8	i	16%	i	0%	1%
(44) O=C(NCCC1=CCCCC1)NC12CC3CC(CC(C3)C1)C2
  10%	-27%	16µM*	-2	-16%[57.5 µM]	-5%	i	-12%	5.6µM*
(45) CC(/C=N/NC(=O)c1nn(C)c(C)c1Br)=C\c1ccccc1
  .	8%	0%	4	-14%	-18%	i	-8%	8%
(46) C=CCOc1c(Br)cc(CNc2ccc(NC(=O)C(C)C)c(OC)c2)cc1OC
  34%	27%	13%	24	-32%[inhibitor]	-1%	i	5%	?
(47) C[C@@H]1CN([C@@H](C)CO)C(=O)CCCn2nncc2CO[C@@H]1CN(C)C(=O)Nc1cccc(C(F)(F)F)c1
  -10%	8%	0%	33	-60%	-1%	i	1%	4%
(48) CC(C)NC(=O)Nc1ccc2c(c1)C(=O)N([C@H](C)CO)C[C@H](C)[C@@H](CN(C)C(=O)Nc1ccccc1)O2
  -12%	6%	13%	15	i	3%	i	-7%	11%
(49) Nc1cccc2c1C(=O)N(C(=O)c1ccc(Cl)c(S(=O)(=O)N3CCCCCC3)c1)C2=O
  31%	5%	-8%	-27	-5%[57.5 µM]	0%	i	-1%	2%
(50) COc1ccc(OC)c(-n2nnc(-c3nc(-c4cc(OC)c(OC)c(OC)c4)no3)c2C)c1
  18%	-7%	13%	.	i	.	.	.	1%
(51) COCCCn1c(=N)c(C(=O)NC2CCCCC2)cc2c(=O)n3cc(C)ccc3nc21
  -10%	-6%	7%	.	i	0%	.	.	7%
(52) O=C1N[C@@H](Cc2cn(S(=O)(=O)c3ccc([N+](=O)[O-])cc3)c3ccccc23)C(=O)N[C@H]1Cc1ccccc1
  13%	-20%	-6%	-20	11%	-4%	i	-2%	?
(53) CC(Nc1nc(N2CCCCC2)nc2ccccc12)c1ccccc1 (stereo unspecified)
  5%	7%	-5%	-24	-71%[inhibitor]	-6%	.	.	?
(54) O=C(O)C1C2C=CC3(CN(c4cccc(C(F)(F)F)c4)C(=O)C13)O2 (stereo unspecified)
  -10%	-6%	-29%	14	-7%	24%	i	4%	-2%

High-throughput results as filed in PubChem BioAssay.

Some of the compounds tested. The share of hits here may be higher or lower than overall.
